# BLM inh: Bloom syndrome helicase (human) inhibition; P54132; recombinant BLM DNA unwinding, fluorescence dequenching; Potency, µM (series often up to 56.1 µM), for inactives: at the top dose activity change, negative = inhibition, most hits filed as inhibitors; 350,000 compounds, 0.2% hits; AID 2528;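 further: potency means the concentration at half of the fitted maximal effect; plate controls were vehicle for no effect and no enzyme for full effect; nearly all actives have a fitted effect of over 35% in size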
# Apoferritin bind: binds horse apoferritin like a general anesthetic. apoferritin/1-aminoanthracene competitive binding, fluorescence. P02791. AID 485281. 350,000 compounds, 0.074% hits. Potency, µM (doses to about 77.5 µM), inactives show top-dose activity change, negative = displacement, most hits filed as inhibitors; further: potency means the concentration at half of the fitted maximal effect; on the % scale 0 is the no-effect control and ±100 the full control effect; nearly all actives have a fitted effect of over 20% in size
# Target sequence (P02791 2-175 limits assumed): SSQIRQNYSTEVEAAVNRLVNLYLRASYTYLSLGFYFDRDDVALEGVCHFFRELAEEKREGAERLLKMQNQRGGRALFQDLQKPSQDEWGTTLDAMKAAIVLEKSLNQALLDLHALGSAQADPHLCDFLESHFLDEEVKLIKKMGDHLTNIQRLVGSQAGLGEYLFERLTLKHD
#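 Apoferritin-based anesthetic binding model; compound displacement of fluorescent 1-AMA measured as endpoint fluorescence after 10 minutes at room temperature, scaled to free-ligand and complex controls.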
# Pol iota inh: inhibitors of human DNA polymerase iota; Q9UNA4; AID 588590; Pol iota fluorescent replication assay, 10 min; Potency, µM (highest dose often 115 µM), without a hit: top-dose activity, negative = inhibition, usual class: inhibitors; 390,000 compounds, 1% hits; further: potency means the concentration at half of the fitted maximal effect
#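 Fluorescent replication assay read twice, at 0 min and 10 min after adding 50 nM (final) substrate. Enzyme (10 nM) and compounds were first incubated 15 min at room temperature; enzyme-free buffer wells were negative controls.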
# POLK inh: DNA polymerase kappa (human) inhibition; Q9UBT6; purified Pol kappa, fluorescent DNA synthesis assay, 10 min; Potency, µM (highest dose often 107 µM), for the others: top-dose activity, negative = inhibition, usual class: inhibitors; 400,000 compounds, 0.53% hits; further: potency means the concentration at half of the fitted maximal effect; on the % scale 0 is the no-effect control and ±100 the full control effect
# Target sequence (Q9UBT6 whole entry, looked up): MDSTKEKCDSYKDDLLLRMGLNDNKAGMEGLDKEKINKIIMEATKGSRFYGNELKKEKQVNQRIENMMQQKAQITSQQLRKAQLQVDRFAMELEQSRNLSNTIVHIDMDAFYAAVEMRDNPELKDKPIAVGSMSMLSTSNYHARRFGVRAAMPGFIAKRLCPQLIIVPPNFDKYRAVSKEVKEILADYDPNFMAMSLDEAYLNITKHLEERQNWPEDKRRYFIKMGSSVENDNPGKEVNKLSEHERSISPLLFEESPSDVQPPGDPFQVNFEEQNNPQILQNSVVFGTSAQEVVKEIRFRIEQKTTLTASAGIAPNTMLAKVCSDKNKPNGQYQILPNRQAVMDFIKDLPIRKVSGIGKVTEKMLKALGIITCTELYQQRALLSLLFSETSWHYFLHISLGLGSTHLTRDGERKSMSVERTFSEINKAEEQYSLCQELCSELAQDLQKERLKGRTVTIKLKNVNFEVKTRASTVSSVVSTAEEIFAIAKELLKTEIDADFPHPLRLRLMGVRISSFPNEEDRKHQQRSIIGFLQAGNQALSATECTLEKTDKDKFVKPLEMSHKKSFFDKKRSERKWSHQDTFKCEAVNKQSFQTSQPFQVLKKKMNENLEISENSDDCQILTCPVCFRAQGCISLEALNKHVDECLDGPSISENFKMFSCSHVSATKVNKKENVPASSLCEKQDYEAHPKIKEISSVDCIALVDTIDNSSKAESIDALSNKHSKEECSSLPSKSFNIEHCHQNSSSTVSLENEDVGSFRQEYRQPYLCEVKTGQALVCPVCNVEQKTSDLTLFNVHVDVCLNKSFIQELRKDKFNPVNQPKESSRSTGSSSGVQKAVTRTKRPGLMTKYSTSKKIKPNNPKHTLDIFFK
#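 Here, compound and 10 nM enzyme are combined for 15 min at room temperature; adding 50 nM substrate (final) starts DNA synthesis, tracked by fluorescence at 0 and 10 min against buffer-only wells.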
# GRP78 ERSR act: induces the endoplasmic reticulum stress response in human glioma cells | Potency, µM, for inactives: at the highest dose activation, most hits filed as activators | 420,000 compounds, 0.02% hits | U87-MG GRP78 promoter luciferase reporter, 16 h; further: potency means the concentration at half of the fitted maximal effect; series mostly up to about 76 µM; % of control where 0% means no effect; nearly all actives have a fitted effect of over 35% in size
#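 Stably transfected U87-MG glioma cells carrying a GRP78-based luciferase sensor; 16 h compound incubation. Luminescence end-point read 10 min after Bright-Glo addition at room temperature.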
# LDHA inh: inhibitors of human lactate dehydrogenase A; P00338; purified LDHA, NADH/diaphorase-resazurin fluorescence; active compounds read low; activity change, % (values are at about 110 or 230 µM); 480,000 compounds, 0.15% hits; AID 1347041; in the data active means activity change below about -30%; inconclusive means mostly about -25% to -30%;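 further: plate controls were DMSO wells for no effect and wells without enzyme for full effect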
#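 LDH5 2 nM; NADH 0.06 mM, pyruvate 0.2 mM; 200 mM Tris pH 7.4, EDTA, Tween-20; 5 min RT. Detection: diaphorase 0.133 mg/mL + resazurin 37 µM, fluorescence ex540/em590 at 0 and 20 min; normalized to enzyme-free and DMSO wells.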
# POLH inh: DNA polymerase eta (human) inhibition; recombinant Pol eta, fluorescent DNA replication assay; Potency, µM (top dose mostly 114 µM), for the others: at the highest dose activity change, negative = inhibition, actives largely listed as inhibitors; AID 588591; 390,000 compounds, 1.2% hits; Q9Y253; further: potency means the concentration at half of the fitted maximal effect; on the % scale 0 is the no-effect control and ±100 the full control effect
#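 Pol eta (10 nM) was preincubated with compounds for 15 min at room temperature, after which fluorescent replication substrate (50 nM final) was added to start the reaction. Fluorescence was read kinetically at 0 and 10 min.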
# POLB inh: inhibitors of human DNA polymerase beta | 340,000 compounds, 1.3% hits | Potency, µM (series often up to 114 µM), without a hit: at the highest dose activity change, negative = inhibition, hits mostly inhibitors | P06746 | Pol beta primer extension/strand displacement, fluorescence kinetic; further: potency means the concentration at half of the fitted maximal effect; on the % scale 0 is the no-effect control and ±100 the full control effect
#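 Kinetic readout of DNA synthesis with strand displacement by Pol beta. Compound and 10 nM enzyme sit 15 min at room temperature; 50 nM substrate starts the reaction, read immediately and at 10 min.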
# APE1 inh: inhibitors of human APE1 endonuclease; P27695; recombinant APE1, TAMRA/BHQ-2 abasic DNA cleavage fluorescence; Potency, µM (highest dose often 65.8 µM), for inactives: at the top dose activity change, negative = inhibition, usual class: inhibitors; 350,000 compounds, 0.35% hits; AID 2517;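 further: potency means the concentration at half of the fitted maximal effect; plate controls were vehicle for no effect and reference inhibitor for full effect; nearly all actives have a fitted effect of over 55% in size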
#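 Endonuclease cleavage of a quenched abasic-site DNA duplex (50 nM) by APE1 (0.75 nM) was tracked by TAMRA dequenching. Compounds were preincubated with enzyme 15 min at room temperature; data normalized to buffer-only and DMSO wells plus NSC13755 control.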
# An asterisk follows results filed as active; ? = inconclusive; / = not tested or not shown; & = joins results of further samples; [ ] = another dose, or the depositor's remark. Unless noted, the call rests on the fitted dose curve; in most records, active means well fitted curve in the direction sought with a large enough effect; inconclusive means small, poorly fitted or top-dose-only effect, or another doubt; inactive means no such curve, though single readings can be large; an effect the other way counts as inactive or inconclusive. Only part of the results is shown. The share of hits here may be higher or lower than overall.
1) COc1cc(C(CCN2CCCC(C)C2)c2c(OC)cc(OC)c3c(C)cc(=O)oc23)cc(OC)c1OC (centres undefined)
2) CCC/C(O)=C1\C(=O)CCCC1=NCCc1ccc(OCC)c(OCC)c1
3) CCc1ccc(N(CC(=O)N2CCN(Cc3ccccc3)CC2)S(C)(=O)=O)cc1
4) Cc1csc2nc(COc3cccc(NC(=O)c4ccccc4F)c3)cc(=O)n12
5) CCCC(C)n1[nH]c(=O)c2c(C)cc(C)nc21 (centres undefined)
6) CC(OC(=O)CC1Sc2ccccc2NC1=O)C(=O)NC1CCCC1 (centres undefined)

Assay by compound	1	2	3	4	5	6
BLM inh	-1%	-2%	-8%	-6%	-1%	0%
Apoferritin bind	-8%	-10%	-10%	-7%	-2%	4%
Pol iota inh	4%	105%[activator]	9%	78%[activator]	17%	111%[activator]
POLK inh	4%	1%	5%	-10%	-3%	-20%
GRP78 ERSR act	-3%	-9%	-3%	0%	-3%	-5%
LDHA inh	/	-8	-2	2	-8	-2
POLH inh	/	-16%	-11%	-11%	-13%	-7%
POLB inh	/	-3%	20%	?	-16%	22%
APE1 inh	-3%	?	-2%	/	8%	-8%

7) O=C(Cn1ncc2c(=O)oc3ccccc3c21)N1CCN(C(=O)c2ccco2)CC1
8) CCc1ccc(-n2c(SCC(=O)NC3CCS(=O)(=O)C3)nc3ccccc3c2=O)cc1 (centres undefined)
9) CSc1nnc(C)c(/C=C/Nc2ccc(C)cc2)n1
10) CCN(CC(=O)NC)S(=O)(=O)c1ccc(Br)cc1
11) CS(=O)(=O)N1CCN(C(=O)c2cc3ccccc3oc2=O)CC1
12) COc1cc(CC(=O)Nc2ccc(S(=O)(=O)N(C)C)cc2)cc(OC)c1OC

Assay by compound	7	8	9	10	11	12
BLM inh	3%	/	-2%	-2%	-2%	-2%
Apoferritin bind	-8%	/	-22%	-1%	22%	11%
Pol iota inh	11%	37%[activator]	-2%	16%	27%	?
POLK inh	-7%	0%	-10%	-2%	-11%	10%
GRP78 ERSR act	-9%	-1%	-4%	-2%	-7%	2%
LDHA inh	-7	-3	0	-4	-2	2
POLH inh	-4%	-23%	-12%	-20%	-17%	-9%
POLB inh	26%	/	?	-11%	0%	2%
APE1 inh	-13%	32%	-9%	2%	-3%	3%

13) Cc1ccc(S(=O)(=O)N(C)C)cc1NC(=S)NCc1ccco1
14) COc1cc(/C=C2\COC/C(=C\c3cc(OC)c(OC)c(OC)c3)C2=O)cc(OC)c1OC
15) O=C(CSc1c[nH]c2ccccc12)N1CCCc2ccccc21
16) O=c1c2ccccc2nnn1COc1cccc2ccccc12
17) CCC(C(=O)Nc1cc(Cl)ccc1OC)c1ccccc1 (centres undefined)
18) Cc1ccc(N2C(S)=C(C#N)C(=O)NC2c2cccs2)cc1 (centres undefined)

Assay by compound	13	14	15	16	17	18
BLM inh	-4%	-5%	-4%	-1%	-13%	-7%
Apoferritin bind	-7%	-10%	-4%	?	-23%	-10%
Pol iota inh	146%[activator]	11µM*	7%	35%[activator]	-6%	83%[activator]
POLK inh	2%	-21%	1%	-10%	-17%	-8%
GRP78 ERSR act	-3%	-15%	2%	8%	-2%	1%
LDHA inh	-5	3	3	4	2	-2
POLH inh	-15%	?	-14%	-24%	-6%	9%
POLB inh	-1%	-2%	8%	-11%	28%	0%
APE1 inh	8%	-4%	-4%	-7%	2%	4%

19) COC(=O)N/N=C(C)\C=C\c1ccco1
20) CCOC(=O)N1CCN(C(=S)NC(=O)C2CCCC2)CC1
21) Cc1ccccc1CSCC(=O)NC(=O)NCc1ccco1
22) Cc1ccc(CN2[C@@H]3c4ccccc4C[C@@H]3OCCS2(=O)=O)cc1
23) COc1ccc(-c2c(C(C)=O)c(C)nc3sc4c(=O)[nH]nnc4c23)cc1
24) CC(C)CC(=O)NC(NC(=O)CC(C)C)c1cccc([N+](=O)[O-])c1

Assay by compound	19	20	21	22	23	24
BLM inh	1%	-3%	6%	-5%	0%	-8%
Apoferritin bind	-4%	-4%	?	-8%	-9%	-1%
Pol iota inh	?	2%	32µM*	-13%&15%	0%	79%[activator]
POLK inh	-21%	-21%	?	-10%&0%	-10%	4%
GRP78 ERSR act	-1%	-4%	-2%	-5%&-1%	-4%	-2%
LDHA inh	2	-6	-2	-8	-3	-8
POLH inh	-3%	-4%	?	-18%	-6%	-16%
POLB inh	14%	19%	11µM*	18%	20%	1%
APE1 inh	-2%	-6%	?	-12%	5%	3%

25) COC(=O)C1CN(C(=O)COc2ccc(Cl)cc2C)c2ccccc2O1 (centres undefined)
26) O=C(CSc1nnc(Cc2cccs2)n1C1CC1)NC1CCS(=O)(=O)C1 (centres undefined)
27) O=C1NCCN(C(=O)CCc2nnc(-c3ccsc3)o2)C1c1ccc(F)cc1 (centres undefined)
28) CC1([N+](=O)[O-])COC(c2cccc3ccccc23)OC1 (centres undefined)
29) O=C(Nc1nc(-c2ccc(Cl)cc2)cs1)C1CCCO1 (centres undefined)
30) CCOc1ccc2[nH]c(=O)c(CN(CCO)C(=O)c3ccc(OC)c(OC)c3)cc2c1

Assay by compound	25	26	27	28	29	30
BLM inh	-14%	/	-1%	/	-1%	0%
Apoferritin bind	-10%	/	-3%	/	-9%	-5%
Pol iota inh	-14%	25%	-14%	22%	61%[activator]	20%
POLK inh	-8%	21%	-11%	-12%	3%	-2%
GRP78 ERSR act	5%	-2%	-2%	-5%	7%	-2%
LDHA inh	-2	3	-7	0	1	-1
POLH inh	-5%	-5%	-14%	-17%	-8%	7%
POLB inh	-18%	/	28%	/	-2%	4%
APE1 inh	-2%	-5%	-1%	/	-3%	-2%

# Fetched by structure from the list above, 3 records:
29) O=C(Nc1nc(-c2ccc(Cl)cc2)cs1)C1CCCO1 (centres undefined)
28) CC1([N+](=O)[O-])COC(c2cccc3ccccc23)OC1 (centres undefined)
27) O=C1NCCN(C(=O)CCc2nnc(-c3ccsc3)o2)C1c1ccc(F)cc1 (centres undefined)

Assay by compound	29	28	27
BLM inh	-1%	/	-1%
Apoferritin bind	-9%	/	-3%
Pol iota inh	61%[activator]	22%	-14%
POLK inh	3%	-12%	-11%
GRP78 ERSR act	7%	-5%	-2%
LDHA inh	1	0	-7
POLH inh	-8%	-17%	-14%
POLB inh	-2%	/	28%
APE1 inh	-3%	/	-1%

# Further results.
31) COc1ccc(N2CCN(C(CNC(=O)C(=O)NCc3ccncc3)c3ccco3)CC2)cc1 (centres undefined)
32) COc1ccc(CCNCC(=O)Nc2ccccc2C(F)(F)F)cc1
33) COc1ccc(C(=O)/C=C/Nc2c(C)n(C)n(-c3ccccc3)c2=O)c(OC)c1
34) Cc1cccn2c(=O)c(C=O)c(N3CCC4(CC3)OCCO4)nc12
35) Clc1ccccc1-c1nc(Nc2ccccc2)nc2ccc(Br)cc12
36) CC(NC(=S)Nc1ccccc1C(F)(F)F)C1CC2CCC1C2 (centres undefined)

Assay by compound	31	32	33	34	35	36
BLM inh	-9%	3%	-3%	-2%	-11%	-4%
Apoferritin bind	-8%	-12%	-10%	0%	10%	-20%
Pol iota inh	14%	70%[activator]	31%	-9%	4%	67%[activator]
POLK inh	-15%	-9%	9%	1%	-9%	-14%
GRP78 ERSR act	-7%	-3%	-5%	-2%	/	3%
LDHA inh	0	-21	1	-7	-13	-12
POLH inh	-2%	-8%	-1%	0%	/	-7%
POLB inh	-2%	-15%	14%	-19%	12%	-1%
APE1 inh	-1%	-3%	-2%	3%	/	-3%

37) O=S(=O)(N1CCOCC1)N1CCN(c2ccc(F)cc2)CC1
38) CNCCCOc1cccc(Oc2ccccc2)c1
39) O=C(c1cccnc1)N(c1cc2sc(=O)oc2c2ccccc12)S(=O)(=O)c1ccccc1
40) CC(C)Cn1c(SCC(=O)N(C)C2CCS(=O)(=O)C2)nc2cc(Cl)ccc2c1=O (centres undefined)
41) O=C(NC1CCS(=O)(=O)C1)c1cccnc1 (centres undefined)
42) CC(C)c1cccc(C(C)C)c1NC(=O)c1ccccc1

Assay by compound	37	38	39	40	41	42
BLM inh	-3%	0%	-4%	/	-2%	2%
Apoferritin bind	-2%	-20%	?	/	2%	-3%
Pol iota inh	-9%	26%	?	19%	/	-4%
POLK inh	-7%	3%	0%	-8%	/	6%
GRP78 ERSR act	-3%	3%	-4%	-3%	/	-1%
LDHA inh	-3	-14	31	-11	/	-5
POLH inh	-11%	-13%	?	-9%	/	-19%
POLB inh	12%	32%	-25%	/	-1%	9%
APE1 inh	1%	16%	3%	10%	-1%	4%

43) COc1ccc(/C=C2/CCOC2=O)cc1
44) O=C(COc1ccccc1)Nc1nnc(-c2ccc(Cl)s2)o1
45) COc1ccc(-n2nnnc2SCC(=O)NCc2ccco2)cc1OC
46) O=C(Cn1nc(C(=O)O)c2ccccc2c1=O)Nc1ccc(Br)cc1
47) O=C(CSc1nnc(-c2ccncc2)n1-c1ccccc1)Nc1ccc(F)cc1
48) Cc1cc(NC(=O)CSc2nccn2-c2ccc(F)cc2)no1
49) CCOCCCN1C(=O)C(=O)N(CC(=O)N2c3ccccc3NC(=O)CC2C)C1=O (centres undefined)
50) Cn1c(-c2sc3cc(C(F)(F)F)cnc3c2-c2cccs2)n[nH]c1=S

Assay by compound	43	44	45	46	47	48	49	50
BLM inh	-2%	-6%	-2%	-6%	-6%	-4%	/	-6%
Apoferritin bind	2%	-6%	-17%	0%	-8%	-10%	/	-11%
Pol iota inh	21%	-19%	?	1%	3%	-3%	4%	35%
POLK inh	-4%	-15%	-8%[60.1 µM]	0%	-10%[60.1 µM]	-9%	2%	-4%
GRP78 ERSR act	0%	-4%	1%	-3%	-5%	-2%	-6%	-3%
LDHA inh	-5	-7	-9	-6&-7	-17	-7	-3	-4
POLH inh	-27%	0%	-3%	-1%	-2%	5%	-20%	-22%
POLB inh	-9%	1%	-4%	3%	16%	35%	/	13%
APE1 inh	-1%	-10%	1%	-8%	/	10%	-4%	-4%

# Screens: PubChem, National Center for Advancing Translational Sciences (NCATS)
